HCV core dimer: inhibitors of HCV core protein dimerization, primary screen, biochemical, TR-FRET, high-throughput; TR-FRET GST/Flag-core106 dimerization, 1536-well; inhibition, % at 5 µM; actives 0.33% (n = 300,000); AID 1899, 2009;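 active = inhibition above the mean of all tested compounds plus 3 SD, set per screening campaign, cut at about 45% in these data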
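test system = GST/Flag-tagged HCV core106 proteins | probe or stimulus = Eu donor and XL665 acceptor anti-tag antibodies | times = compound-protein-antibody incubation 4 h at 22.5 °C | signal = TR-FRET, excitation 340 nm, emission 617 and 671 nm | measure = percent inhibition of core106 dimerization signal | controls = wells lacking GST-core106 and wells with excess unlabelled core106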
VLA-4 inh: inhibition in human VLA-4 binding assay, primary screen, VLA-4 allosteric modulator project, MLPCN library, flow cytometry, VLA-4 expressing cells; Integrin alpha-4 (Homo sapiens), P13612; ligand binding flow cytometry; inhibition, % (about 7 µM as worked out from the volumes in the protocol); actives 0.2% (n = 330,000); in the data active = inhibition above about 50%
PP5 primary: PP5 phosphatase inhibitors, primary screen, biochemical, fluorescence. purified PP5c, OMFP substrate fluorescence. inhibition, % at 6.7 µM. actives 0.18% (n = 320,000). AID 1987, 2009;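 active = inhibition above the campaign's mean inhibition across all tested compounds plus 3 SD, cut at about 9.5% in these data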;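 also: 0% = DMSO only and 100% = 100 µM cantharidin control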
PP1 inh: PP1-alpha phosphatase inhibitors, primary screen, counter-screen for PP5 inhibitor project, biochemical, fluorescence, OMFP substrate, single point. Serine/threonine-protein phosphatase PP1-alpha catalytic subunit (Homo sapiens), P62136. purified PP1alpha. inhibition, % at 6.7 µM. actives 0.9% (n = 320,000). AID 2235, 2010;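 active = inhibition above the mean inhibition of all tested compounds plus 3 SD, computed separately for each screening campaign, cut at about 15% in these data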
JMJD2C inh: inhibitors of GASC-1 histone demethylase, primary screen, biochemical, fluorescence, DELFIA europium; Lysine-specific demethylase 4C (Homo sapiens), Q9H3R0; GST-JMJD2C(1-420) H3K9me3 demethylation; inhibition, % at 2.35 µM; actives 0.069% (n = 330,000);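 active = more than half of a compound's replicate wells show inhibition beyond 50%, single wells judged on their own value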;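 also: signal counts dimethyl H3K9 product captured on neutravidin plate; 0% = median of DMSO wells and 100% = 0.3 times that DMSO median; strong numbers were not always called active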
GRK2 aptamer HTS: compounds blocking aptamer binding on GRK2 – biochemical, human GRK2, bead flow cytometry, HTS, primary screen; actives 0.59% (n = 330,000); Beta-adrenergic receptor kinase 1 (Homo sapiens), P25098; inhibition of aptamer binding, % at 10 µM; FAM-aptamer displacement from GRK2;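 active = inhibition of aptamer binding above 40%, roughly 3 SD of noise, on plates passing a quality check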;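 also: median bead fluorescence of bound FAM aptamer so fluorescent compounds give negative values; no value below 0 was filed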
Target sequence (P25098 whole entry, looked up): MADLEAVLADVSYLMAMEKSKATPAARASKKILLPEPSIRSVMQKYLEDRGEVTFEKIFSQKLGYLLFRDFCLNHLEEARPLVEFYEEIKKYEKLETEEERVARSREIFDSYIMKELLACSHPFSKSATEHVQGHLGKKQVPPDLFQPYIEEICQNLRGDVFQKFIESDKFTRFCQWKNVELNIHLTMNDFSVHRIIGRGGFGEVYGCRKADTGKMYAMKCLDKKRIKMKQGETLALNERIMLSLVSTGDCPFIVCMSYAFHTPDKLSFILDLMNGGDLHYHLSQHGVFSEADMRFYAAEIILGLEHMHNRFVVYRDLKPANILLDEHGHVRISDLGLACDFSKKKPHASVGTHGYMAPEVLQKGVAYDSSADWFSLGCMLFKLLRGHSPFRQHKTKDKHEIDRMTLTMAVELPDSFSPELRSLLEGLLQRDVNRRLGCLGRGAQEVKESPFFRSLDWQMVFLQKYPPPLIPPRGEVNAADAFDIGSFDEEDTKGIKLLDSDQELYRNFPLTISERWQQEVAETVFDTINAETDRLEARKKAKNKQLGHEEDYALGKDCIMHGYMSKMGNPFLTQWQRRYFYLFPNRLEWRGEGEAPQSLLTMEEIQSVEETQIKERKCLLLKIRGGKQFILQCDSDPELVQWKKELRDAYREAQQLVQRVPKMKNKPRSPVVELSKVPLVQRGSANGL
Fh CTSL1 inh: Fasciola hepatica cathepsin L1 inhibitors, primary screen, counter-screen for PFM18AAP inhibitor project, biochemical, QFRET, fluorogenic peptide substrate; AID 1906, 2009; actives 0.49% (n = 300,000); inhibition, % at 5.96 µM; recombinant F. hepatica cathepsin L1, Z-Leu-Arg-MCA fluorescence;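 active = inhibition above the mean of all tested compounds plus 3 SD, set per screening campaign, cut at about 17% in these data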;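 also: 0% = plate median of test compound wells and 100% = 1 µM Z-Phe-Ala-diazomethylketone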
proCasp3 act: activators of human procaspase-3 D3A mutant, primary screen, biochemical, absorbance, PC-3 D3A mutant, single concentration; actives 0.11% (n = 330,000); activation, % at 8.5 µM; recombinant procaspase-3 D3A, Ac-DEVD-pNA absorbance 405 nm;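 active = activation above the mean of all tested compounds plus 3 SD, cut at about 21% in these data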;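 also: 0% = DMSO alone and 100% = DMSO wells spiked with extra 5 µM PC-3 D3A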
Target sequence (P42574 whole entry D9A/D28A/D175A): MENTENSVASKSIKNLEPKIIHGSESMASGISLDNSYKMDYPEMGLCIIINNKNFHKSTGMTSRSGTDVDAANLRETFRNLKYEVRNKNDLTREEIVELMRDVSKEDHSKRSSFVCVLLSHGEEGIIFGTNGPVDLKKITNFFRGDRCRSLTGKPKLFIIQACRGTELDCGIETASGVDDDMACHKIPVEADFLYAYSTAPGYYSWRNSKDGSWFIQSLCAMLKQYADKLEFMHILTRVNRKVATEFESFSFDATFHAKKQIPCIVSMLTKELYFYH
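Evaluation: percent activation relative to control range; Material: Procaspase-3 D3A mutant, all three cleavage aspartates alanine; Compound: single dose, 8.5 µM nominal compound, 0.8% DMSO; Replication: one well per compound; Signal: absorbance at 405 nm, 0 and 120 min; Schedule: 1 h preincubation plus 2 h reaction at 25 °C.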
procasp7 counter: procaspase-7 activators, primary screen, counter-screen for procaspase-3 activator project, biochemical, absorbance, HTS, human; AID 463210, 2010; actives 0.093% (n = 330,000); activation, % at 8.5 µM; recombinant procaspase-7, Ac-DEVD-pNA absorbance 405 nm; D23A/D198A/D206A triple mutant, cannot self-cleave; scale: DMSO 0, 5 µM enzyme 100; Caspase-7 (Homo sapiens), P55210;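 active = percent activation above the screen-wide mean plus 3 SD, cut at about 25% in these data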
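signal = Epi-absorbance of released pNA at 405 nm, two timepoints | assay system = Uncleavable procaspase-7 mutant enzyme | reagent = Ac-DEVD-pNA substrate, 400 µM as added | times = 1 h enzyme–compound preincubation and 2 h substrate reaction, both 25 °C | benchmarks = low DMSO alone, high DMSO plus 5 µM PC-7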
The depositor's hits bear a star; i = inactive; · = no result given; & = joins results of further samples.

Order of results – HCV core dimer	VLA-4 inh	PP5 primary	PP1 inh	JMJD2C inh	GRK2 aptamer HTS	Fh CTSL1 inh	proCasp3 act	procasp7 counter
#1 CCCCOc1ccc(N2C(=O)CC(N(CCc3ccccc3)C(=O)/C=C/C(=O)O)C2=O)cc1 (configuration not stated)
 : 4	-9	2.0	0	1	1	1	-5	-10
#2 O=C(Nc1nnc(-c2ccc3c(c2)CCCC3)o1)C1COc2ccccc2O1 (configuration not stated)
 : 6	26	0.6	38*	0	0	-1	16	-6
#3 CCCCCC1CC(=O)C=C(C)C1C(=O)OC (configuration not stated)
 : 0	-2	-1.5	-1	4	2	-2	-7	2
#4 COc1ccc(N2CCN(C(=O)c3oc4ccccc4c3NC(=O)Cc3cccc(OC)c3)CC2)cc1
 : 5	0	0.8	-1	24	3	-4	4	-1
#5 Cn1ccnc1Sc1cc(Cl)ccc1[N+](=O)[O-]
 : 1	6	0.2	0	2	0	9	4	3
#6 N#Cc1cc([N+](=O)[O-])cnc1N(CCO)CCO
 : -6	4	1.4	-2	1	0	2	-6	-14
#7 O=S(=O)(c1ccc(SCc2ccc(Br)cc2)nc1)N1CCOCC1
 : ·	35	3.9	0	8	0	·	3	8
#8 Cc1ccc(-n2c(SCC(=O)N(C)C)nnc2-c2ccco2)cc1
 : -4	22	0.4	-3	25	2	-5	-5	-8
#9 O=C(NCc1cccs1)c1ccc(CS(=O)(=O)c2ccc(Cl)cc2)o1
 : -1	-3	-0.3	-3	i	3	-2	3	1
#10 Cc1cccc(C)c1NC(=O)CSc1nnc(NC(=O)c2ccccc2C(=O)O)s1
 : -4	-26	-1.7	-1	3	0	-2	3	-3
#11 Cc1noc(C)c1COC(=O)c1ccccc1NC(=O)Cc1ccccc1
 : -5	-21	1.5	4	-6	0	2	8	3
#12 COc1cc(CC(=O)Nc2ccc3nc(SC)sc3c2)cc(OC)c1OC
 : 6	-3	1.4	-4	-4	0	4	-4	1
#13 COC(=O)C/C=C/[C@@H](C)[C@@H](/C=N/OC[C@H]1O[C@H](c2ccccc2)C=C[C@@H]1Oc1ccc(OC)cc1)OC
 : 8	·	3.7	2	-4	·	2	0	0
#14 COc1ccc(C(=O)NCC(=O)OCCOc2ccc(Cl)cc2)cc1OC
 : ·	0	·	·	-1	0	·	-2	3
#15 CCCC1=NN(c2ccc([N+](=O)[O-])cc2)C(=O)/C1=C\N(C)C
 : -6	3	-4.0	3	-5	2	-3	-1	2
#16 Cc1cc(C)c(C#N)c(Nc2ccc(F)cc2)n1
 : -3	15	0.7	-1	0	0	1	-6	-4
#17 COc1ccc(Cc2c(O)nc(SCC(=O)N3CCOCC3)[nH]c2=O)cc1
 : -3	25	2.9	-3	7	1	0	4	6
#18 N#CCCn1ncn(-c2ccccc2)c1=S
 : -2	14	3.9	2	6	0	0	7	-6
#19 COc1ccc(C(=O)NCC(c2cccnc2)N2CCN(c3ccccc3)CC2)cc1OC (configuration not stated)
 : -1	-15	1.3	1	-3	0	0	17	5
#20 c1ccc(-c2nnc(CN3CCC4(CC3)OCCO4)o2)cc1
 : -6	4	-2.6	-3	4	0	-1	-3	8
#21 CC(CCc1ccccc1)NC(=O)CNc1cccc([N+](=O)[O-])c1 (configuration not stated)
 : 2	1	-2.3	-1	49	0	2	-1	6
#22 COc1ccccc1NC(=O)Cc1nnc(SCC(=O)c2ccccc2)n1C
 : 1	5	1.7	-1	-2	0	-1	2	10
#23 O=C(NCC(c1ccco1)N1CCN(c2ccc(F)cc2)CC1)C(=O)NC1CC1 (configuration not stated)
 : -3	10	0.5	-2	149	0	1	2	4
#24 CCOc1ncccc1C(=O)Nc1ccc(S(=O)(=O)Nc2cc(C)nc(C)n2)cc1
 : ·	-5	·	·	15	3	·	-1	-6
#25 COc1ccc(CCC(C)N2CCC(Oc3ccc(C(=O)N4CCCC4)cc3)CC2)cc1 (configuration not stated)
 : -14	5	-0.5	-4	2	0	-1	-5	2
#26 c1ccc(-c2csc3ncnc(N4CCc5ccccc5C4)c23)cc1
 : 3	-17	2.0	2	-2	1	2	-4	-5
#27 COc1ccccc1C(=O)NCCCNc1ccc([N+](=O)[O-])cc1
 : -5	-2	2.2	-2	-3	0	5	-6	-6
#28 COC(=O)C(NC(=O)c1c(C)nn(C)c1Cl)c1ccccc1 (configuration not stated)
 : 2	7	0.0	-1	26	0	-1	3	9
#29 CCNC(=O)NC(=O)CSc1ccccc1F
 : 1	4	-1.2	-1	-16	6	-4	12	8
#30 NC(=O)c1ccccc1NC(=O)/C=C/c1ccc(Cl)cc1
 : 2	-5	2.1	-1	2	0	3	5	7
#31 O=C1c2nc3ccccn3c2C(=O)N1Cc1ccccc1
 : 9	4	3.9	-3	15	3	1	-7	5
#32 NC(=O)c1ccccc1N=Cc1ccccn1
 : -3	-11	0.2	0	-9	0	2	3	16
#33 CCOc1ccccc1CN1CCNC(=O)C1CC(=O)NCc1nccn1CC (configuration not stated)
 : 4	-3	2.4	-4	2	0	-6	3	-3
#34 CC1Cc2nc(SCC(=O)N3CCN(c4ccccc4)CC3)n(CCc3ccccc3)c(=O)c2S1 (configuration not stated)
 : 15	7	-1.1	14	-1	0	3	2	7
#35 COc1ccc(S(=O)(=O)N2CCOCC2)cc1NC(=O)COC(=O)CC1CC2CCC1C2 (configuration not stated)
 : ·	5	·	·	-3	3	·	-1	-6
#36 CC(C)O/C(=N\S(=O)(=O)c1ccc(Cl)cc1)c1ccccc1
 : 2	0	2.3	-3	0	0	-3	3	2
#37 CCOC(=O)C1CCCN(Cc2ccccc2OCC)C1 (configuration not stated)
 : 1	15	2.7	-1	2	0	-1	8	4
#38 O=C(COC(=O)c1ccc(Br)o1)Nc1ccc(S(=O)(=O)N2CCCC2)cc1
 : 4	12	1.4	-4	-12&16	0	-15	9	-2
#39 COc1ccc(CCNc2cc(-c3ccccc3)nc3ncnn23)cc1
 : 9	2	0.1	9	1	0	-1	-10	-13
#40 O=C(O)C1=C[C@H](c2ccc(C(F)(F)F)cc2)C[C@H](OCCCCO)O1
 : 8	·	2.8	-1	-1	·	0	10	-4

Rewritten in transposed form: entries from further up.
26	c1ccc(-c2csc3ncnc(N4CCc5ccccc5C4)c23)cc1
29	CCNC(=O)NC(=O)CSc1ccccc1F
36	CC(C)O/C(=N\S(=O)(=O)c1ccc(Cl)cc1)c1ccccc1
24	CCOc1ncccc1C(=O)Nc1ccc(S(=O)(=O)Nc2cc(C)nc(C)n2)cc1

compound no. | 26 | 29 | 36 | 24
HCV core dimer | 3 | 1 | 2 | ·
VLA-4 inh | -17 | 4 | 0 | -5
PP5 primary | 2.0 | -1.2 | 2.3 | ·
PP1 inh | 2 | -1 | -3 | ·
JMJD2C inh | -2 | -16 | 0 | 15
GRK2 aptamer HTS | 1 | 6 | 0 | 3
Fh CTSL1 inh | 2 | -4 | -3 | ·
proCasp3 act | -4 | 12 | 3 | -1
procasp7 counter | -5 | 8 | 2 | -6

Next part.
Order of results – HCV core dimer	VLA-4 inh	PP5 primary	PP1 inh	JMJD2C inh	GRK2 aptamer HTS	Fh CTSL1 inh	proCasp3 act	procasp7 counter
#41 CCn1cc([N+](=O)[O-])c(C(=O)N2N=C(c3ccc4ccccc4c3)CC2c2cc(Br)ccc2O)n1 (configuration not stated)
 : 27	2	0.4	4	4	4	6	7	1
#42 CN(Cc1ccccc1)C(=O)c1ccc(NC(=O)Cc2cccc([N+](=O)[O-])c2)cc1
 : ·	1	·	·	-1	1	·	6	-1
#43 COc1ccc(-c2coc3cc(OC)cc(O)c3c2=O)cc1
 : -1	12	4.5	-2	-1	5	4	2	-4
#44 Cc1[nH]c2ccccc2c1C(=O)CN1CCCCC1CCO (configuration not stated)
 : -6	12	-1.5	2	8	0	1	-1	1
#45 O=C(C[n+]1cc(-c2ccccc2)n2c1CCCCC2)c1ccc(Br)cc1
 : -3	5	-1.7	5	-6	0	-2	-4	10
#46 CCN(CC)CCN1C(=O)c2ccccc2NC1c1ccc(N(C)C)cc1 (configuration not stated)
 : -12	5	-1.5	-2	18	0	-1	5	9
#47 Cn1nnnc1SCC(=O)Nc1ccccc1Cl
 : 0	2	0.7	-4	12	2	-1	4	-6
#48 Cc1cccc(NC(=O)c2nc[nH]c2C(=O)N[C@@H](CCCCNC(=O)OC(C)(C)C)C(=O)OC(C)(C)C)c1
 : 11	-19	11*	3	-5	2	10	4	-4
#49 C/C(=N\Nc1cc(N2CCOCC2)ncn1)c1ccccc1
 : -5	5	4.8	-3	20	0	0	3	-4
#50 COc1ccc(OC)c(/C=C/C(=O)OCC(=O)NCc2cccs2)c1
 : ·	-48	0.8	-1	-1	0	·	-1	-3
#51 Cc1cc(N=NC(=O)c2ccccc2O)c2ccccc2c1O
 : -15	3	0.8	0	3	3	4	2	2
#52 COc1c2c(cc3c1C(CC(O)Cc1ccccc1)N(C)CC3)OCO2 (configuration not stated)
 : 6	25	-3.9	3	27	0	-4	11	1
#53 CSc1ccccc1C(=O)Nc1cc2c(cc1C(=O)O)OCCCO2
 : -13	-3	0.8	1	6	1	-2	-1	-7
#54 CCNC(=O)C(=O)N/N=C/c1cc([N+](=O)[O-])ccc1O
 : 1	3	0.1	-1	-4	0	4	2	-12
#55 CC(NC(=O)CCCCCCN1C(=O)c2ccccc2C1=O)c1ccc2c(c1)CCCC2 (configuration not stated)
 : 3	-10	2.4	7	-4	0	1	8	4
#56 CCCCn1c(N)c(N(CCOC)C(=O)C2CC(=O)N(c3cccc(SC)c3)C2)c(=O)[nH]c1=O (configuration not stated)
 : -2	1	-1.7	-2	4	3	4	6	5
#57 COc1ccc(S(=O)(=O)N(C)CC(=O)Nc2ccccc2SC)cc1
 : 2	-10	-0.4	0	4	1	2	-2	-6
#58 O=C(/C=C/c1cccc([N+](=O)[O-])c1)Nc1cccc(NC(=O)c2ccco2)c1
 : 3	-7	4.0	1	8	0	5	-3	-4
#59 O=C(CSc1ncc(-c2ccccc2)[nH]1)Nc1ccccc1
 : -2	18	-0.4	-1	14	0	4	-2	6
#60 Cc1cc([N+](=O)[O-])cc(/C=N/n2c(C)nc3ccccc3c2=O)c1O
 : 7	3	-2.1	2	11	2	4	3	0
#61 O=C(NCCN1CCOCC1)C(=O)NCC1OCCN1S(=O)(=O)c1ccc(F)cc1 (configuration not stated)
 : -4	-11	0.8	-2	2	2	2	5	-3
#62 Cc1cc(C)c2nc(NC(=O)c3ccc(OCC4CCCO4)cc3)sc2c1 (configuration not stated)
 : 7	-15	-1.4	0	11	6	-1	0	10

Bioassay records as filed in PubChem.
